Tb hexokinase – blocks Trypanosoma brucei hexokinase 1 activity; recombinant TbHK1, G6PDH-coupled NADH A340; 0.11% of 220,000 active; inhibition, % at 10 µM;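 active means inhibition of 50% or more in the single-dose primary screen; inactive means inhibition below 50%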
NCF1 inh – p47phox (human) inhibition. p47phox/p22phox peptide binding, fluorescence polarization, 2 h. inhibition, % at 24.7 µM. 0.53% of 220,000 active;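 active means inhibition above about 30%, limit read from the data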;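 further: 0% = p47phox with labelled peptide and 100% = labelled peptide alone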
Target sequence (P14598 whole entry, looked up): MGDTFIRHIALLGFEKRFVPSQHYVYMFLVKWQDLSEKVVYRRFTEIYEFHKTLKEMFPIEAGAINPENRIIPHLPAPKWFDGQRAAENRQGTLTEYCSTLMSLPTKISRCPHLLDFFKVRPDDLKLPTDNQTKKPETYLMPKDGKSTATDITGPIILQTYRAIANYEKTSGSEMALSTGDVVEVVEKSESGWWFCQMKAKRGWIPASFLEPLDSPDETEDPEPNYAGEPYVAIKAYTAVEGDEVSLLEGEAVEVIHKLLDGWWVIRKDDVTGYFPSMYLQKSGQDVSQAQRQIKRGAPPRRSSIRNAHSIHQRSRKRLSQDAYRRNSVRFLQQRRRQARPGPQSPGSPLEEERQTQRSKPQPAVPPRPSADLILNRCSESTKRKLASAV
EP2 antag – EP2 receptor (human) inhibition | inhibition, % at 25 µM | P43116 | C6 glioma cells expressing human EP2, cAMP TR-FRET; cells stimulated with saturating PGE2 | 0.52% of 260,000 active | AID 1422;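 active means percent inhibition above 40 after rounding to a whole number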;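 further: rat C6 glioma host cells with rolipram phosphodiesterase inhibitor present; the protocol text gives 20 µM as final concentration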
Target sequence (P43116 whole entry, looked up): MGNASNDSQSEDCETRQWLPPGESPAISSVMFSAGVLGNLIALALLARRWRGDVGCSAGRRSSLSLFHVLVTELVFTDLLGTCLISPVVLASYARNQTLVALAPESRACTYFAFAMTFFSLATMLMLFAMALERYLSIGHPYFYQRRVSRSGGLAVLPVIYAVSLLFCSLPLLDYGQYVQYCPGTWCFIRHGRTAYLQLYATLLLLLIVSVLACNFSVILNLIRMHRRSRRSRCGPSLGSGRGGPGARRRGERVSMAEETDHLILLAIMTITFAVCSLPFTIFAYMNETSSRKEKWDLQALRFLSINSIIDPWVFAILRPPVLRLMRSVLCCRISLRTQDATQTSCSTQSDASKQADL
p97 ATPase inh – human p97 ATPase inhibition. P55072. recombinant p97 ATPase, Kinase-Glo ATP luminescence, 3 h. inhibition, % at 8 µM. 0.42% of 220,000 active; in the data active means inhibition above about 15%;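 further: 0% = DMSO vehicle and 100% = wells lacking enzyme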
BaF3 parental – counter-screen for JAK2V617F inhibitors: parental Ba/F3 viability inhibitors; CellTiter-Glo ATP luminescence; inhibition, % at 5.6 µM; 1.1% of 220,000 active;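 active means inhibition above a per-campaign cutoff, the mean inhibition of all tested compounds plus 3 SD, cut at about 27% in these data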;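 further: 0% = DMSO wells and 100% = JAK Inhibitor I control wells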
Furin inh – human furin inhibition; P09958; inhibition, % at 30 µM; 0.061% of 220,000 active; AID 463115; purified furin, fluorogenic substrate cleavage; in the data active means inhibition above about 25%; further: inactives centre near -15
Ba/F3 V617F tox – lowers viability of Ba/F3 cells expressing EpoR and JAK2V617F. ATP luminescence. inhibition, % at 5.6 µM. 1.1% of 220,000 active. AID 1446;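 active means inhibition above the campaign mean plus 3 SD over all tested compounds, cut at about 24% in these data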;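 further: cytokine-independent growth of Ba/F3 cells driven by EpoR plus mutant JAK2; 0% = DMSO-treated cells and 100% = JAK inhibitor I control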
PPC-1+TRAIL kill – kills PPC-1 cancer cells in the presence of TRAIL; PPC-1 cells + TRAIL, ATPLite viability luminescence; cell killing (% activity), % at 4 µM; 0.41% of 220,000 active;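 active means cell killing above 50% in the first pass at 4 µM, then a duplicate retest at 5 µM averaging 50% or more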;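 further: plate controls were cells with TRAIL plus DMSO for no effect and medium-only wells lacking cells for full effect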
RBBP9 inh – human RBBP9 hydrolase inhibition. O75884. recombinant RBBP9, FP-Rh probe fluorescence polarization. inhibition, % at 7.94 µM. 0.2% of 220,000 active. AID 1515;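 active means inhibition above the campaign mean of all tested compounds plus 3 SD, cut at about 14% in these data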;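 further: plate controls were DMSO wells with RBBP9 for no effect and wells lacking RBBP9 protein for full effect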
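Test system: recombinant human RBBP9; Timing: 30 min then 45 min, 25 °C; Detection: fluorescence polarization; Control set: RBBP9 with DMSO as uninhibited control, no-protein wells as full inhibition; Compound dosing: one concentration, 7.94 µM nominal, 0.794% DMSO; Probe or stimulus: FP-Rh activity-based probe, 375 nM before mixing.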
An asterisk follows results filed as active; · = not tested or not shown; & = joins results of further samples; [ ] = remark or other dose. Only part of the results is shown, so the mix of outcomes need not match the whole.

[1] Cc1cc(C)nc(SCC(=O)Nc2ccccc2[N+](=O)[O-])n1
[2] CCCCCn1c(=O)[nH]c2c(c1=O)CCC2
[3] Cc1ccc(NC(=O)CO/N=C/c2ccc(N(C)C)cc2)cc1
[4] O=C(CSCc1ccccc1)N1CCN(C(=O)c2ccco2)CC1
[5] CCOC(=O)C1CCCN(C(=O)COC(=O)C2=COCCO2)C1 (stereo unspecified)
[6] O=C(c1ccco1)n1nc(-c2ccc(Cl)cc2)nc1NCc1ccco1
[7] COC(=O)C(NC(=O)c1ccccc1Cl)(Nc1ncc(S(=O)(=O)c2ccc([N+](=O)[O-])cc2)s1)C(F)(F)F (stereo unspecified)
[8] O=C(CSc1ncccn1)NCc1ccc(F)cc1
entry no. | 1 | 2 | 3 | 4 | 5 | 6 | 7 | 8
Tb hexokinase | -1 | -3 | -21 | -4 | 7 | -4 | -11 | 5
NCF1 inh | -4 | 6 | -82 | -5 | -1 | -6 | 4 | -4
EP2 antag | 8 | 24 | 5 | 8 | 10 | 8 | 10 | 6
p97 ATPase inh | 5 | 2 | 4 | -2 | 3 | 0 | 3 | 4
BaF3 parental | 2 | 1 | 1 | 4 | 8 | 5 | 5 | -1
Furin inh | -17[20 µM] | -31 | -22 | -10[20 µM] | -9 | -139[20 µM] | -13[20 µM] | -18
Ba/F3 V617F tox | -1 | -5 | -3 | 1 | 4 | 4 | 3 | -2
PPC-1+TRAIL kill | -4 | 5 | 14 | 1 | -10 | 2 | -36 | -2
RBBP9 inh | -7 | -8 | -6 | -7 | -3 | -4 | 1 | -4

Exported with bars between the fields: entries from further up
item | Molecule | Tb hexokinase | NCF1 inh | EP2 antag | p97 ATPase inh | BaF3 parental | Furin inh | Ba/F3 V617F tox | PPC-1+TRAIL kill | RBBP9 inh
3 | Cc1ccc(NC(=O)CO/N=C/c2ccc(N(C)C)cc2)cc1 | -21 | -82 | 5 | 4 | 1 | -22 | -3 | 14 | -6
4 | O=C(CSCc1ccccc1)N1CCN(C(=O)c2ccco2)CC1 | -4 | -5 | 8 | -2 | 4 | -10[20 µM] | 1 | 1 | -7

Later entries:
[9] O=C(N/N=C/c1ccco1)c1ccccc1OCc1ccc(Br)cc1
[10] CC1CCCN(Cc2c(O)ccc3c(=O)c(-c4nc5ccccc5s4)c(N)oc23)C1 (stereo unspecified)
[11] CCC(Sc1nccn1C)C(=O)Nc1ccc(Cl)cn1 (stereo unspecified)
[12] COc1ccc(C(=O)NC(=S)NNC(=O)Cc2cccs2)cc1
[13] O=C(Cn1nnc2ccccc21)C1CC1
[14] CCOC(=O)N1CCN(C(=O)C2CC(c3cc(OC)ccc3OC)=NO2)CC1 (stereo unspecified)
[15] CC1CCN(S(=O)(=O)c2ccc(NC(=O)CN3CCN(c4ccccc4)CC3)cc2)CC1
[16] CCC(=O)c1ccc(OCC(O)CN2CCN(c3ccc(F)cc3)CC2)cc1 (stereo unspecified)
entry no. | 9 | 10 | 11 | 12 | 13 | 14 | 15 | 16
Tb hexokinase | -2 | -55 | 5 | 3 | -1 | -2 | -4 | 0
NCF1 inh | -2 | -29 | 0 | -18 | -5 | 3 | -12 | -3
EP2 antag | 9 | 11 | 4 | 11&1 | 13 | 3 | 6 | 10
p97 ATPase inh | -2 | 11 | -2 | -3 | 2 | 2 | 0 | -4
BaF3 parental | 6 | 10 | 8 | 0 | 0 | -3 | 2 | 5
Furin inh | 0 | -22[20 µM] | -12 | -8[20 µM] | -6 | -13 | -26[20 µM] | -15[20 µM]
Ba/F3 V617F tox | 1 | -3 | 4 | 3 | -3 | -5 | -2 | 3
PPC-1+TRAIL kill | 16 | 13 | 19 | 27 | -23 | 16 | 1 | -5
RBBP9 inh | -9 | -13 | -5 | -17 | -3 | 4 | -5 | 0

[17] O=C(Nc1ccc(-c2nc3cccnc3s2)cc1)c1ccc(Cl)nc1
[18] Cc1cc(-c2nc3ncccc3o2)ccc1NC(=O)CC(C)C
[19] CCCCCCCCCn1c2c(c(=N)c3c1CCC3)CCC2
[20] CC1(C)Cc2ccccc2C(=NCC(=O)O)N1
[21] CCN1C/C(=C/c2cccc([N+](=O)[O-])c2)C(=O)/C(=C/c2cccc([N+](=O)[O-])c2)C1
[22] CCOCC(=O)Nc1nc(-c2ccccc2)c(CC)s1
[23] CC1(C)CN=C(NC2CCCCC2)S1
[24] COc1ccc([N+](=O)[O-])cc1N(CC1CO1)S(=O)(=O)c1ccc(C)cc1 (stereo unspecified)
entry no. | 17 | 18 | 19 | 20 | 21 | 22 | 23 | 24
Tb hexokinase | -16 | -17 | 12 | -6 | -7 | -7 | 17 | -5
NCF1 inh | -3 | -4 | 9 | -10 | 0 | -16 | -7 | -7
EP2 antag | 5 | 8 | 9 | 2 | 46* | 11 | 6 | 8
p97 ATPase inh | -9 | -2 | 2 | 3 | 6 | -7 | -1 | 8
BaF3 parental | -2 | 0 | 91* | 1 | 5 | 3 | 1 | 7
Furin inh | -28 | -42 | -15[20 µM] | -24 | -26 | -11[20 µM] | -8 | -19
Ba/F3 V617F tox | 1 | 1 | 98* | -3 | 0 | -1 | -2 | 1
PPC-1+TRAIL kill | 21 | 15 | 42[5 µM] | · | 42 | 7 | 13 | 8
RBBP9 inh | 4 | -5 | 6 | -3 | -8 | 0 | 0 | -1

Copied from the list.
cpd 21 – Furin inh = -26
cpd 19 – NCF1 inh = 9

Further records.
[25] Cc1ncsc1C(=O)NCc1ccc(N2CCCC2=O)cc1
[26] CCCCCn1c(CNC(C)=O)nc2ccccc21
[27] COc1ccc(C(=O)Nc2ccc(F)cc2F)cc1
[28] Cc1ccc(N(C(=O)C2CCCO2)C2C=CS(=O)(=O)C2)cc1Cl (stereo unspecified)
[29] CCN(CC)CCCNC(=O)CCC(=O)NNc1nc2ccccc2c2nc(C)nn12
entry no. | 25 | 26 | 27 | 28 | 29
Tb hexokinase | 1 | 1 | 16 | -5 | -5
NCF1 inh | -13 | -9 | -22 | -2 | 14
EP2 antag | 10 | 12 | 15 | 8 | 6
p97 ATPase inh | 3 | 3 | 5 | 7 | 0
BaF3 parental | 1 | -5 | -1 | 5 | 1
Furin inh | -28 | -13 | -10[20 µM] | -22 | -15
Ba/F3 V617F tox | -4 | -7 | -4 | -4 | -1
PPC-1+TRAIL kill | 7 | 11 | 7 | 23 | 23
RBBP9 inh | -7 | -4 | 5 | 1 | -4

Structures shown so far with four or more nitrogen atoms, in the order listed:
[1] Cc1cc(C)nc(SCC(=O)Nc2ccccc2[N+](=O)[O-])n1
[6] O=C(c1ccco1)n1nc(-c2ccc(Cl)cc2)nc1NCc1ccco1
[7] COC(=O)C(NC(=O)c1ccccc1Cl)(Nc1ncc(S(=O)(=O)c2ccc([N+](=O)[O-])cc2)s1)C(F)(F)F (stereo unspecified)
[11] CCC(Sc1nccn1C)C(=O)Nc1ccc(Cl)cn1 (stereo unspecified)
[15] CC1CCN(S(=O)(=O)c2ccc(NC(=O)CN3CCN(c4ccccc4)CC3)cc2)CC1
[17] O=C(Nc1ccc(-c2nc3cccnc3s2)cc1)c1ccc(Cl)nc1
[29] CCN(CC)CCCNC(=O)CCC(=O)NNc1nc2ccccc2c2nc(C)nn12
entry no. | 1 | 6 | 7 | 11 | 15 | 17 | 29
Tb hexokinase | -1 | -4 | -11 | 5 | -4 | -16 | -5
NCF1 inh | -4 | -6 | 4 | 0 | -12 | -3 | 14
EP2 antag | 8 | 8 | 10 | 4 | 6 | 5 | 6
p97 ATPase inh | 5 | 0 | 3 | -2 | 0 | -9 | 0
BaF3 parental | 2 | 5 | 5 | 8 | 2 | -2 | 1
Furin inh | -17[20 µM] | -139[20 µM] | -13[20 µM] | -12 | -26[20 µM] | -28 | -15
Ba/F3 V617F tox | -1 | 4 | 3 | 4 | -2 | 1 | -1
PPC-1+TRAIL kill | -4 | 2 | -36 | 19 | 1 | 21 | 23
RBBP9 inh | -7 | -4 | 1 | -5 | -5 | 4 | -4

High-throughput results: PubChem, several laboratories
